Nrf2 inh = blocks Nrf2 signaling | A549 ARE-Fluc reporter, luciferase luminescence, 18-24 h | Potency, µM (highest dose often 46 µM), inactives show at the top dose activity change, negative = inhibition, most hits filed as inhibitors | hit rate 2.1% among 360,000; also: potency is read from the fitted curve at half-maximal effect; % is scaled to controls: 0 for no effect and ±100 for the full control effect; nearly all actives have a fitted effect of over 60% in size
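Cells were seeded and rested 2 h, then exposed to compounds for 18-24 h. CellTiter-Fluor was read first as a viability measure. BugLite was added 15 min before the final luminescent read of ARE-luciferase activity in A549 cells.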
Nrf2 ARE act = activates Nrf2 signaling; Potency, µM (highest dose often 46.1 µM), without a hit: at the top dose activation, hits mostly activators; hit rate 0.31% among 410,000; AREc32 ARE-luciferase reporter (MCF7-derived line), luminescence, 24 h; also: potency is read from the fitted curve at half-maximal effect; % of control where 0% means no effect; nearly all actives have a fitted effect of over 65% in size
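Each well held 1000 AREc32 cells, which were incubated with compound for 24 hr at 37 deg C after overnight attachment, and ARE reporter activity was quantified by firefly luciferase luminescence.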
EPAC2 antagonist = antagonists of human EPAC2; Q8WZA2; EPAC2 GEF exchange of Rap1B-BODIPY-GDP, fluorescence; Potency, µM (top dose mostly 114 µM), for inactives: top-dose activity, negative = inhibition, most hits filed as inhibitors; hit rate 0.18% among 360,000; AID 720708; also: potency is read from the fitted curve at half-maximal effect; % is scaled to controls: 0 for no effect and ±100 for the full control effect; nearly all actives have a fitted effect of over 45% in size; many of its hits are not listed in these tables
Target sequence (Q8WZA2 whole entry, looked up): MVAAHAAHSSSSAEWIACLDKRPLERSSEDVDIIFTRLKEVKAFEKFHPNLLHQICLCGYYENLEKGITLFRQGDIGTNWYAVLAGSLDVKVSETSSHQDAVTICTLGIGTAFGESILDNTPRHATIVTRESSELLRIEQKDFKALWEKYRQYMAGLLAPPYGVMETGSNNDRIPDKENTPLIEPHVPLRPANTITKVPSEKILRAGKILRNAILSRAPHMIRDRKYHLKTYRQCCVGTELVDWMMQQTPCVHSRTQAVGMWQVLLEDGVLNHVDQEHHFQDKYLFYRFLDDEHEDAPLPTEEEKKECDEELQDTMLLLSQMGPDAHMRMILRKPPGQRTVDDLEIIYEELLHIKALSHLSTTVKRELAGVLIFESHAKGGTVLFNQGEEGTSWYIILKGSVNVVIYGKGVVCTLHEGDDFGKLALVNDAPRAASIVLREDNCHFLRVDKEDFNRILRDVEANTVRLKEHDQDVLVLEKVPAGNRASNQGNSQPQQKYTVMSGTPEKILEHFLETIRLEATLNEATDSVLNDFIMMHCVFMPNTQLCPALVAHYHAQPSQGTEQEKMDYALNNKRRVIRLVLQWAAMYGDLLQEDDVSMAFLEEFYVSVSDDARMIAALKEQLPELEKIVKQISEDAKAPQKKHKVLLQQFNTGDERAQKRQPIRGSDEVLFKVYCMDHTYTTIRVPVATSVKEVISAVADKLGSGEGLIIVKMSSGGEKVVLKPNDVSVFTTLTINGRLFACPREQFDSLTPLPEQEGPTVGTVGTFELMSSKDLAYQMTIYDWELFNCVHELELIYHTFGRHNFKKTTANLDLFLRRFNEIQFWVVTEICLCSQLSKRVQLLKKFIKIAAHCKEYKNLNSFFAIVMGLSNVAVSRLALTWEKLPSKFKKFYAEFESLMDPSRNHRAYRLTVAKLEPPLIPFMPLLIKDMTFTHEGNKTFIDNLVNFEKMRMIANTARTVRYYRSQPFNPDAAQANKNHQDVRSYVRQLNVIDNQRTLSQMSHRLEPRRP
EPAC2 ag = EPAC2 (human) agonism; Q8WZA2; EPAC2 activation, biochemical qHTS; response scale: 100% = 6.5 mM cAMP response; Potency, µM (highest dose often 154 µM), for inactives: top-dose activation, hits mostly activators; hit rate 0.079% among 360,000; AID 720711; also: potency is read from the fitted curve at half-maximal effect; nearly all actives have a fitted effect of over 50% in size
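Readout is BODIPY fluorescence (480 nm excitation, 540 nm emission), which falls as labeled GDP is exchanged off Rap1B. EPAC2 at 100 nM acted on 250 nM RAP1B-BODIPY-GDP with 50 uM GDP present.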
CCT chaperon mod = changes cytosolic chaperonin activity. activity change, % (no concentration beside the values), hits read low. purified chaperonin ATPase assay, HTRF ADP detection, 30 min. hit rate 0.3% among 360,000; in the data active = activity change below about -30%; also: % is scaled to controls: 0 for no effect and ±100 for the full control effect
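Enzyme 40 or 20 nM (batch-dependent) in Tris pH 7.4/KCl/MgCl2/DTT; cpd 76 uM single point; ATP 10 uM; 30 min 37 °C; Transcreener ADP HTRF detection, 30 min RT; ratio 665/615.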
A549 tox = kills or reduces viability of A549 cells in Nrf2 counter-screen; Potency, µM (top dose mostly 46 µM), inactives show at the top dose activity change, negative = cytotoxicity, usual class: inhibitors; hit rate 0.16% among 390,000; A549 ARE-Fluc cells, CellTiter-Fluor viability, 18-24 h; also: potency is read from the fitted curve at half-maximal effect; % is scaled to controls: 0 for no effect and ±100 for the full control effect
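A549 ARE-Fluc cells in 5% FBS OPTI-MEM, 5000 cells/well, rested 2 h then exposed to compounds in concentration-response for 18-24 h at 37 °C. Viability by CellTiter-Fluor fluorescence (Ex 405/Em 525) after 30 min; luciferase luminescence (BugLite, 15 min, RT) read afterwards.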
Mm-Cpn inhibitor = M. maripaludis TRiC chaperonin inhibition | AID 504842 | hit rate 0.031% among 330,000 | Potency, µM (doses to about 76.9 µM), for the others: at the highest dose activity, negative = inhibition, hits mostly inhibitors | purified Mm-Cpn ATPase, ADP Transcreener TR-FRET; also: potency is read from the fitted curve at half-maximal effect; % is scaled to controls: 0 for no effect and ±100 for the full control effect; nearly all actives have a fitted effect of over 80% in size
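25 nM Mm-CPN + cpd, 10 min 37°C; + 10 uM ATP, 30 min 37°C; buffer 30 mM Tris pH 7.4, 100 mM KCl, 5 mM MgCl2, 1 mM DTT; Transcreener ADP HTRF detection 30 min RT.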
TGFb inhibitor = TGF-b pathway inhibition. HepG2 CAGA-GFP TGF-b/SMAD3 reporter, GFP fluorescence, 18 h; TGF-beta stimulated, 500 pg/mL final. Potency, µM (top dose mostly 46.1 µM), for inactives: top-dose activity, negative = inhibition, hits mostly inhibitors. hit rate 1.2% among 410,000. AID 588855; also: potency is read from the fitted curve at half-maximal effect; % is scaled to controls: 0 for no effect and ±100 for the full control effect; nearly all actives have a fitted effect of over 65% in size
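TGF-beta reporter screen: HEPG2 CAGA-GFP, 1% FBS, 500 pg/mL TGF-beta final, 18 h; per-cell GFP summed per well; curves fitted and categorized by class.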
Akt phos inh = inhibitors of Akt phosphorylation; AID 651550; hit rate 0.32% among 360,000; Neuro2A IGF-stimulated pAkt S473 HTRF, 20 min; hits give low values; activity change, % for hits at 50 µM; in the data active = activity change below about -80%; inconclusive = mostly about -51% to -80%; also: % is scaled to controls: 0 for no effect and ±100 for the full control effect
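Neuro2A cells (4,500/well, DMEM with 0.5% FBS) were treated with compound at a single 50 µM final concentration, stimulated with 6 nM IGF for 20 min at 37 °C, and lysed. Phospho-Akt Ser473 was read by HTRF as 665/615 ratio ×10^4.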
* = called active by the depositor; i = inactive; ? = inconclusive; · = not tested or not shown. Unless noted, calls follow the shape of the dose curve; as a rule, active = well fitted curve in the direction sought with a large enough effect; inconclusive = small, poorly fitted or top-dose-only effect, or another doubt; inactive = no such curve, though single readings can be large; an effect the other way counts as inactive or inconclusive.

Below each SMILES – Nrf2 inh	Nrf2 ARE act	EPAC2 antagonist	EPAC2 ag	CCT chaperon mod	A549 tox	Mm-Cpn inhibitor	TGFb inhibitor	Akt phos inh
> O=C(NCc1nnc(SCC(=O)N2CCCCCC2)o1)c1ccc(F)cc1
    -0.5%	-0.6%	17.0%	9.1%	3.2	-0.4%	0.4%	4.8%	i
> COC(=O)C1=C(O)/C(=C\c2ccc(CNC(=O)C(=O)Nc3ccc(C)cc3)o2)N=C1C
    ·	0.2%	11.9%	-6.0%	0.2	13.0%	-4.6%	-29.0%	i
> CCc1nnc(NC(=O)CSc2nc(-c3ccccc3)cc(-c3ccc(F)cc3)c2C#N)s1
    ?	-0.2%	7.7%	4.3%	-19.2	?	1.9%	15.1%	i
> CCCCC1=CC2=CC(=O)C(C)(OC(=O)CC)C(=O)C2=CN1c1ccc(OC)cc1 (stereo not given)
    -21.1%	-0.1%	10.1%	8.3%	-2.1	-11.7%	-8.1%	?	i
> O=C(Nc1cccc([N+](=O)[O-])c1)c1ccc2c(c1)C(=O)N(c1ccccn1)C2=O
    -21.5%	0.4%	-5.5%	8.4%	-2.4	1.0%	2.8%	16.5%	i
> O=C(Oc1ccc(Cl)c2ccccc12)N1CCCCC1
    ·	3.5%	-16.2%	7.5%	-1.8	-0.5%	0.4%	2.6%	i
> COC1OC(CO)C(O)C(O)C1O (stereo not given)
    0.9%	0.3%	2.6%	7.4%	-0.1	-4.0%	0.7%	-5.3%	i
> CNC(=O)C1(C)Cc2c(-c3ccc4c(c3)OCO4)ccnc2O1 (stereo not given)
    ·	-0.2%	5.5%	6.7%	-1.9	·	·	1.3%	i
> CCOc1ccc(N2CC(c3nc4ccccc4n3CCOc3ccc(OC)cc3)CC2=O)cc1 (stereo not given)
    -8.1%	1.1%	·	·	·	-1.0%	·	-16.7%	·
> COc1cccc(-c2[nH]nc3c2C(c2ccsc2)C(C#N)=C(N)O3)c1 (stereo not given)
    1.6%	?	-0.7%	-1.0%	-1.3	·	1.4%	-0.7%	i
> Cc1cc(=O)c(C(=O)O)cn1Nc1ccc(Cl)cc1
    -1.3%	-0.6%	6.6%	-0.4%	-4.2	-16.9%	0.2%	-4.1%	i
> C[C@H](CO)N1C[C@H](C)[C@@H](CN(C)C(=O)Nc2ccc(C(F)(F)F)cc2)Oc2c(NC(=O)c3ccncc3)cccc2C1=O
    8.7%	3.4%	-0.1%	3.1%	-2.8	-0.8%	2.6%	8.0%	i
> Nc1nnc(SCc2cccnc2)s1
    -9.0%	-0.1%	-1.8%	11.2%	-2.7	-1.8%	0.0%	18.8%	·
> Cc1cccc(N2CCN(S(=O)(=O)c3c(C)noc3/C=C/N(C)C)CC2)c1C
    -3.8%	-0.7%	-1.2%	7.8%	1.9	-3.4%	-2.3%	11.8%	i
> COc1cc(CC(=O)Nc2ccc3nc(C)sc3c2)cc(OC)c1OC
    -16.0%	3.3%	-2.2%	-2.3%	-2.1	0.5%	-0.1%	-9.9%	i
> COc1ccc2c(c1)c1ccccc1n2C
    3.7%	2.1%	-10.4%	14.6%	-0.4	0.0%	2.2%	13.8%	i
> COc1ccc(C2=NN(Cc3c(F)cccc3Cl)C(=O)CC2)cc1
    -14.8%	0.4%	?	23.9%	-2.0	-1.0%	1.5%	-11.8%	i
> CCOc1cc(/C=C(\C#N)C(=O)Nc2ccccc2C(=O)O)ccc1OC(=O)c1ccc(C)cc1
    2.06µM*	5.3%	?	0.1%	0.9	-2.1%	-1.0%	8.9%	i
> O=[N+]([O-])c1cccc(/C=C/c2ccccn2)c1
    ?	?	5.4%	7.2%	-0.6	?	-0.3%	-13.9%	i
> COCCNC(=O)c1nc2c(nnn2Cc2cc(C)ccc2C)c(=O)[nH]1
    -16.8%	-0.5%	2.7%	6.9%	-0.2	0.2%	-0.3%	0.2%	i
> CC1(C)CC2CC(C)(CN2S(=O)(=O)c2cccc(C(=O)O)c2)C1 (stereo not given)
    3.0%	-0.2%	-0.4%	4.0%	1.8	0.2%	0.2%	-15.0%	i
> C#CCOCCOCCOCCNc1nc(N2CCN(C(=O)C([C@@H](C)O)n3cc([C@@H](N)CCCCN)nn3)CC2)nc(N2CCN(C(=O)C([C@@H](C)O)n3cc([C@@H](N)CCCCN)nn3)CC2)n1 (stereo not given in full)
    7.2%	-0.7%	18.5%	6.1%	-3.4	-22.6%	0.6%	1.8%	i
> O=C(NNC(=O)C1CCC(C(=O)NNC(=O)c2cccs2)CC1)c1cccs1 (stereo not given)
    19.7%	2.0%	0.2%	2.6%	2.0	-0.7%	1.4%	-8.6%	i
> O=C(Nc1ccc(Cl)cn1)c1ccccc1SCc1ccccc1
    -9.1%	1.9%	11.2%	7.4%	-5.6	14.0%	1.3%	-8.8%	i
> O=C(NN1CC(=O)N(c2cc(Cl)cc(Cl)c2)CC1=O)c1cccs1
    14.5%	0.2%	3.8%	12.0%	-0.4	-0.8%	0.3%	-15.5%	i
> CC(C)NC(=O)c1onc(CSc2ccccc2F)c1C(=O)O
    -8.6%	-0.2%	10.6%	9.4%	-2.5	2.2%	-0.2%	6.4%	i
> Cc1ccc(S(=O)(=O)N(C)c2ccc(C(=O)NCC(c3ccco3)N(C)C)cc2)cc1 (stereo not given)
    -2.1%	3.0%	0.9%	6.3%	-2.4	5.7%	-1.1%	17.2%	i
> O=C1OC(/C(=C\Nc2ccccc2)[N+](=O)[O-])c2ccccc21 (stereo not given)
    -12.1%	?	0.4%	1.8%	1.1	-10.1%	1.0%	-8.2%	i
> COc1ccc(/C=C/C(=O)Nc2cc(C(F)(F)F)ccc2Cl)cc1
    ?	3.7%	-4.3%	10.7%	-1.9	-1.7%	1.8%	1.2%	i
> Cc1cc(NC(=O)CSc2nc(CC(C)(C)C)nc3c2c(=O)n(C)c(=O)n3C)no1
    ?	-0.1%	-9.0%	-15.6%	-0.4	?	1.2%	3.2%	i

As a short view, some entries already given:
Below each SMILES – Nrf2 inh	Nrf2 ARE act	EPAC2 antagonist	EPAC2 ag	CCT chaperon mod	A549 tox	Mm-Cpn inhibitor	TGFb inhibitor	Akt phos inh
> Cc1ccc(S(=O)(=O)N(C)c2ccc(C(=O)NCC(c3ccco3)N(C)C)cc2)cc1 (stereo not given)
    -2.1%	3.0%	0.9%	6.3%	-2.4	5.7%	-1.1%	17.2%	i
> O=C1OC(/C(=C\Nc2ccccc2)[N+](=O)[O-])c2ccccc21 (stereo not given)
    -12.1%	?	0.4%	1.8%	1.1	-10.1%	1.0%	-8.2%	i
> COc1ccc(/C=C/C(=O)Nc2cc(C(F)(F)F)ccc2Cl)cc1
    ?	3.7%	-4.3%	10.7%	-1.9	-1.7%	1.8%	1.2%	i
> Cc1cc(NC(=O)CSc2nc(CC(C)(C)C)nc3c2c(=O)n(C)c(=O)n3C)no1
    ?	-0.1%	-9.0%	-15.6%	-0.4	?	1.2%	3.2%	i

(listing goes on)
Below each SMILES – Nrf2 inh	Nrf2 ARE act	EPAC2 antagonist	EPAC2 ag	CCT chaperon mod	A549 tox	Mm-Cpn inhibitor	TGFb inhibitor	Akt phos inh
> CCNC(=O)NC(=O)COC(=O)CCCSc1nc2ccccc2[nH]1
    16.3%	-0.2%	7.7%	-4.5%	-7.0	0.9%	1.4%	1.4%	i
> CCOC(CCn1c(SCc2cccc([N+](=O)[O-])c2)nc2ccccc2c1=O)OCC
    ?	5.6%	1.4%	10.0%	1.5	0.6%	1.1%	-10.1%	i
> O=C(C[n+]1ccccc1)Nc1ccccc1
    ?	0.7%	3.5%	9.6%	0.5	-3.0%	·	-3.1%	i
> CC1CCN(c2ccc3c(c2)S(=O)(=O)c2cc(C(=O)O)ccc2C3=O)CC1
    ·	-0.7%	-5.7%	3.0%	0.3	·	·	8.6%	i
> CCN(CC)CCNC(=O)CS(=O)Cc1nc(-c2ccc(Cl)cc2)oc1C (stereo not given)
    6.5%	-0.6%	-2.2%	3.2%	1.2	-1.0%	-1.3%	4.5%	i
> NC(=O)C1CCN(C(=S)c2ccc(-c3ccc(Br)cc3)o2)CC1
    ?	-0.2%	-0.1%	5.1%	-2.9	1.8%	-3.4%	18.1%	i
> CCCSc1nc2sc3c(c2c(=O)[nH]1)CC(C)(CC)OC3 (stereo not given)
    ?	-0.4%	-13.0%	-1.5%	0.3	-2.6%	0.6%	-9.6%	i
> CC(C)(O)C#Cc1ccc(N2C(c3ccsc3)=Cc3ccc(F)cc3C2c2c[nH]c3ccccc23)cc1 (stereo not given)
    ·	-1.2%	4.5%	9.4%	-2.5	·	·	·	i
> Cc1cccnc1CCNC(=O)C1CCC(=O)N(Cc2cccc(F)c2)C1 (stereo not given)
    ?	-0.5%	2.8%	-7.3%	-3.4	-2.7%	-0.1%	?	i
> CC1CCCCN1CC(O)COCc1ccc(Cl)cc1 (stereo not given)
    10.0%	0.1%	1.2%	-10.8%	1.2	-1.8%	-0.1%	10.4%	i
> Cc1ccc(S(=O)(=O)NC(=O)c2ccc(-c3ccc(C)c4ccccc34)o2)cc1
    9.6%	9.0%	?	8.3%	-0.1	4.8%	?	-7.5%	i
> COCCn1ccc2c(OCC(=O)NCc3ccc(C)cc3)cccc2c1=O
    -9.0%	-0.7%	-16.7%	4.3%	-0.7	-3.7%	1.4%	-2.7%	i
> COc1ccc2ccc3c(c2c1)N=C[C@]1(O3)N(C)c2ccccc2C1(C)C
    -15.1%	15.2%	-0.1%	5.3%	-5.1	-16.5%	-1.2%	?	i
> CC(C)(C)C(=O)c1cnc(Nc2ccccc2Cl)s1
    ?	0.1%	-8.4%	15.4%	-1.2	9.9%	·	6.5%	i

Only part of the results is shown, so the mix of outcomes need not match the whole.
